Screening data deposited in PubChem by National Center for Advancing Translational Sciences (NCATS).
Tb PFK block: inhibitors of T. brucei phosphofructokinase | O15648 | Potency, µM (doses to about 57.5 µM), inactives show at the highest dose activity, negative = inhibition, hits mostly inhibitors | AID 485367 | T. brucei PFK, ADP-Glo luminescence | 330,000 compounds, 0.17% hits;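 further: potency means the concentration at half of the fitted maximal effect; 0% = uninhibited 1x PFK enzyme wells and -100% = no-enzyme wells; nearly all actives have a fitted effect of over 60% in size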
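1.25 nM PFK with 0.5 mM F6P and 0.1 mM ATP in 0.1 M TEA pH 8.0, 5 mM MgCl2, incubated 45 min at room temperature; ADP measured by ADP-Glo luminescence; compounds titrated up to 57 uM.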
USP2a inh: USP2a (human) protease inhibition. USP2 core, Ub-CHOP2 coupled fluorogenic reporter, 485/531. AID 463254. Potency, µM (titrated, usually from 38.3 µM), without a hit: at the highest dose activity change, negative = inhibition, most hits filed as inhibitors. 330,000 compounds, 0.01% hits. O75604;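 further: potency means the concentration at half of the fitted maximal effect; plate controls were DMSO wells for no effect and full inhibition by NEM control for full effect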
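Deubiquitinase activity read as fluorescence (485/531 nm) after Ub-CHOP2 cleavage activates the enterokinase reporter on its substrate; USP2 core 10nM, Ub-CHOP2 and substrate 25nM each, 30min compound preincubation then 60min RT; data normalized to NEM, curves fitted.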
uPA generation: inhibitors of cell surface uPA generation; Potency, µM (top dose mostly 38.3 µM), without a hit: at the highest dose activity change, negative = inhibition, hits mostly inhibitors; cell surface uPA generation assay, qHTS; 330,000 compounds, 0.31% hits; active means well fitted inhibition curve with a large enough effect; inconclusive means small, poorly fitted or top-dose-only effect; inactive means no such curve, though single readings can be large or run the other way; tested in mouse RAW 264.7 cells; further: potency means the concentration at half of the fitted maximal effect; on the % scale 0 is the no-effect control and ±100 the full control effect; nearly all actives have a fitted effect of over 55% in size
PTAP TSG101 blk: blocks PTAP/TSG101 interaction to inhibit HIV-1 budding | Potency, µM (titrated, usually from 115 µM), without a hit: top-dose activity change, negative = inhibition, hits mostly inhibitors | AID 493005 | 340,000 tested, under 10 active | Fluorescence polarization, FITC-PTAP peptide / Tsg101 binding | Q99816; active means well fitted inhibition curve with a large enough effect in the main read-out, with a control signal flat, not every such curve was filed as active; inconclusive means small, poorly fitted or top-dose-only effect, or effect the other way, or a change in a side signal; inactive means no such curve, though single readings can be large or run the other way; further: potency means the concentration at half of the fitted maximal effect; % of control where 0% means no effect
Target sequence (Q99816 whole entry, looked up): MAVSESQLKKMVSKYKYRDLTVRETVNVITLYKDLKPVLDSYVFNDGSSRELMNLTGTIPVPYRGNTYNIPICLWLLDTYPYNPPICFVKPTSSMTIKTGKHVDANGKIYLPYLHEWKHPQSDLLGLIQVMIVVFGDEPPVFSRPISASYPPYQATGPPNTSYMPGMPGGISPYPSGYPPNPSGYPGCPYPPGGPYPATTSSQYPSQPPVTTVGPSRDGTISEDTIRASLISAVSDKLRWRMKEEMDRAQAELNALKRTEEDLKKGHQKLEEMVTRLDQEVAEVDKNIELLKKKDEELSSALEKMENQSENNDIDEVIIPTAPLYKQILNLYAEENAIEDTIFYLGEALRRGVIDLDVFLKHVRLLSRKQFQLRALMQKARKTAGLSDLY
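Steps: Tsg101 binding domain dispensed (10 uM final), compounds pinned in DMSO, FITC-labeled PTAP-motif peptide added (50 nM final); after 20 min binding at room temperature, polarization measured.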
TSHR antag: blocks TSH signaling through the human TSH receptor | activity change, negative = inhibition, % at 11.5 µM | TSHR-expressing cells, TSH-stimulated cAMP HTRF, 2 h; stronger effect = lower value | 330,000 compounds, 0.2% hits;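 active means activity change below a set negative limit, meaning inhibition stronger than a set level, cut at about -70% in these data; inconclusive means activity change between two set negative limits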; further: on the % scale 0 is the no-effect control and ±100 the full control effect
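Read-out is FRET at 665 nm (cryptate excitation 337 nm) from a cryptate-tagged anti-cAMP antibody, competed by cell cAMP against cAMP-d2. Compounds are tested on freshly harvested TSHR cells challenged with 4nM TSH (EC80) for 2 hours at 37 deg C.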
B2AR arrestin: beta2AR (human) beta-arrestin recruitment activity; beta-arrestin recruitment to beta2AR, cell-based reporter; Potency, µM (series often up to 46.1 µM), inactives show at the highest dose activation, most hits filed as activators; 330,000 compounds, 0.02% hits;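 further: potency means the concentration at half of the fitted maximal effect; 0% = DMSO controls and full agonism = EC100 isoproterenol or metaproterenol; nearly all actives have a fitted effect of over 65% in size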
Mito fusion yeast: mitochondrial division inhibition or fusion activation; S. cerevisiae fusion-defective mutant growth rescue, CellTiterGlo 48 h; Potency, µM (highest dose often 46.1 µM), for the others: at the highest dose growth rescue (activation), most hits filed as activators; 320,000 compounds, 0.23% hits; AID 485298;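 further: potency means the concentration at half of the fitted maximal effect; % of control where 0% means no effect; nearly all actives have a fitted effect of over 45% in size; temperature-sensitive fusion mutants such as fzo1-1 at 37 °C on non-fermentable ethanol glycerol medium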
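Temperature-sensitive fusion-defective S. cerevisiae (e.g. fzo1-1, mgm1-5) were grown with compound in YPEG medium (3% ethanol, 3% glycerol) for 48 hours at 37C. Growth rescue was measured as viability by CellTiterGlo luminescence after 10 minutes at ambient.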
TCR act: activators of T cell receptors; primary human leukocytes, anti-CD3, IL-2 HTRF, 48 h; Potency, µM (titrated, usually from 9.22 µM), for the others: top-dose activation of IL-2 secretion, usual class: activators; 330,000 tested, under 10 active; AID 504894; further: % of control where 0% means no effect
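Activity was scored as IL-2 release from primary human leukocytes given only a TCR signal (a-CD3 beads) plus compound for 48 hr. Detection used a two-antibody HTRF format read at 665nm.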
ELG1 repair inh: ELG1-dependent DNA repair inhibition; Potency, µM (doses to about 46.1 µM), for inactives: top-dose activity change, negative = inhibition, most hits filed as inhibitors; 330,000 compounds, 2.3% hits; HEK293T ELG1-luciferase reporter, luminescence, 16 h; DNA damage induced by 5-fluorouridine; further: potency means the concentration at half of the fitted maximal effect; on the % scale 0 is the no-effect control and ±100 the full control effect; nearly all actives have a fitted effect of over 55% in size
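Overnight (16 hr) co-exposure of 2,000 cells/well to 5-fluorouridine and compound at 37 °C preceded detection. Luciferase was quantified via ONE-Glo luminescence; loss of signal denotes inhibition.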
Eya2 inh: inhibitors of human Eya2 phosphatase activity; recombinant Eya2, OMFP fluorescence dephosphorylation (OMFP is methylfluorescein phosphate); 330,000 compounds, 0.006% hits; Potency, µM (titrated, usually from 76.9 µM), for the others: top-dose activity, negative = inhibition, most hits filed as inhibitors; O00167; further: potency means the concentration at half of the fitted maximal effect; on the % scale 0 is the no-effect control and ±100 the full control effect
Target sequence (O00167 whole entry, looked up): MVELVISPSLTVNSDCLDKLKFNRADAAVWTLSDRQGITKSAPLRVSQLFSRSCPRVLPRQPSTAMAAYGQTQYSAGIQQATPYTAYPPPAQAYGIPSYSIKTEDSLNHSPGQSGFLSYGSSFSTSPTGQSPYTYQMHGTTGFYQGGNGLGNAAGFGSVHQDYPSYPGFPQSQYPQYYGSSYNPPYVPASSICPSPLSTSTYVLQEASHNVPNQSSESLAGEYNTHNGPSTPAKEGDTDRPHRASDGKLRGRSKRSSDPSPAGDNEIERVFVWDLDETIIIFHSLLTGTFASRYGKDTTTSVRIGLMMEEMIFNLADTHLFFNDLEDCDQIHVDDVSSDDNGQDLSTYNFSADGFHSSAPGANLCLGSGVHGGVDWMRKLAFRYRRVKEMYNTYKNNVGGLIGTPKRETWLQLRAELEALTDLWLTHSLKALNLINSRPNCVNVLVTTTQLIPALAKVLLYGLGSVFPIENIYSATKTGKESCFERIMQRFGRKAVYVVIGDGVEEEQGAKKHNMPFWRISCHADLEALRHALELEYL
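Eya2 (0.2 uM) preincubated 10 min at ambient with compound, then OMFP substrate added at 50 uM; 10 min reaction in 50 mM HEPES pH 7.5, 50 mM NaCl, 5 uM MgCl2, 0.05% BSA, 1 mM DTT. Fluorescence read at Ex 485/Em 525 nm.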
Chronic BCR inh: inhibitors of chronic active B-cell receptor signaling | Potency, µM (doses to about 46.1 µM), inactives show at the top dose ratio change, negative = lower green/red ratio, usual class: inhibitors | 340,000 compounds, 0.05% hits | ABC-DLBCL IkBa-CBG/CBR reporter, luminescence ratio, 4 h; active means well fitted inhibition curve with a large enough effect in the signal ratio, with a control signal flat, not every such curve was filed as active; inconclusive means small, poorly fitted or top-dose-only effect, or effect the other way, or a change in a side signal; the % refers to the signal ratio;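 further: potency means the concentration at half of the fitted maximal effect; plate controls were basal doxycycline-induced cells for no effect and cells given 10 µM MG132 for full effect; MG132 reads +100%, hits lower the ratio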
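TMD8 ABC-DLBCL cells carrying doxycycline-inducible green luciferase fused to IkappaBalpha plus unfused red luciferase were exposed to compounds (up to 46 uM) for 4 hrs at 37C. Activity came from the overlap-corrected green/red luminescence ratio.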
* = called active by the depositor; ? = inconclusive; · = no result given; [ ] = dose if it differs, or a comment. Unless noted, the call rests on the fitted dose curve; in most records, active means well fitted curve in the direction sought with a large enough effect; inconclusive means small, poorly fitted or top-dose-only effect, or another doubt; inactive means no such curve, though single readings can be large; an effect the other way counts as inactive or inconclusive.

SMILES	Tb PFK block	USP2a inh	uPA generation	PTAP TSG101 blk	TSHR antag	B2AR arrestin	Mito fusion yeast	TCR act	ELG1 repair inh	Eya2 inh	Chronic BCR inh
CC1CCN(C(=O)c2ccccc2SCC(=O)NCC2CCCCC2)CC1	0%	0%	-4%	-1%	0	-0.1%	7%	5%	4%	-7%	0%
C=CCOc1c(Br)cc(CNc2ccc(NC(=O)CCC)cc2)cc1OCC	-3%	-8%	0%	-8%	-10	-0.6%	-2%	-21%	?	-12%	?
COc1ccc(CNC(=O)c2ccc3oc(C(C)C)nc3c2)cc1	-9%	-1%	-1%	-2%	17	0.7%	-2%	·	?	-8%	-10%
CC(=O)NS(=O)(=O)c1ccc(N2C(=O)CC(Sc3nccc(C)n3)C2=O)cc1 (stereo unspecified)	11%	0%	13%	0%	3	0.5%	-1%	-1%	-4%	0%	0%
CCOC(=O)N1CCN(C(=O)Cc2ccc(-n3c(=O)[nH]c4ccccc4c3=O)cc2)CC1	2%	1%	0%	-1%	-5	0.0%	0%	-85%	-1%	-17%	-4%
CCCCCCCCNC(=O)CC(NS(=O)(=O)c1ccc(NC(C)=O)cc1)C(C)C (stereo unspecified)	-21%	3%	2%	0%	-5	-1.5%	-4%	2%	-27%	-8%	-4%
CSc1ccc(CNCCCN(C)C)cc1	11%	5%	32%[activator]	-2%	-10	-0.1%	-1%	0%[46.1 µM]	-18%	-2%	?
O=C(N/N=C/c1ccsc1)c1c[nH]c2ccccc12	-6%	6%	-22%	1%	3	0.2%	-1%	-2%	?	3%	?
COc1ccc2c(c1)SC(C)CC2=O (stereo unspecified)	-4%	0%	7%	0%	19	0.1%	-3%	-15%	?	-5%	?
Cc1ccc(N2CCN(/N=C/C3=C(N4CCOCC4)C(=C\c4ccccc4)/CC3)CC2)cc1	-2%	1%	3%	-1%	6	-0.1%	-2%	3%	4%	-4%	-1%
CCCNc1c(N)c(=O)c1=O	2%	1%	-2%	1%	6	0.2%	1%	1%	4%	-9%	3%
CCOc1ccc(N2C(=O)C3ON(c4ccccc4)C(c4cccs4)C3C2=O)cc1 (stereo unspecified)	1%	1%	4%	2%	-6	0.1%	3%	3%	-12%	-5%	-1%
O=C(COc1cc2oc(=O)c3c(c2cc1Cl)CCCC3)N1C[C@H]2C[C@@H](C1)c1cccc(=O)n1C2	0%	3%	0%	-6%	10	0.1%	5%	0%	6%	12%	?
Cc1c(C(=O)NNC(=O)c2ccncc2)oc2ccccc12	10%	0%	-7%	0%	1	2.4%	6%	1%	17%	17%	?
CCn1c(SCC(=O)NC2CC2)nnc1-c1ccc(F)cc1	1%	0%	3%	0%	4	-0.1%	1%	-3%	15%	1%	3%
O=C(N/N=C/c1ccc2c(c1)OCO2)C(=O)Nc1ccccc1Cl	5%	2%	-7%	-3%	-6	-0.2%	-2%	-3%	13%	4%	-4%
Cc1ccc(S(=O)(=O)NCc2ccc(C(=O)NC3CCCCC3)cc2)cc1	1%	0%	1%	-2%	-6	0.5%	2%	4%	-6%	-2%	?
c1ccc(N/N=C(\Cc2nc3ccccc3[nH]2)c2ccccc2)cc1	1%	-2%	?	0%	2	8.0%	19%	0%[46.1 µM]	?	-4%	?
COC(=O)c1ccccc1NC(=O)COC(C)=O	-3%	-1%	-2%	-1%	1	0.0%	-3%	0%	?	1%	2%
CCOC(=O)c1nc(Nc2ccc(C(=O)O)cc2)c2ccccc2n1	9%	-2%	0%	-3%	8	-0.4%	-4%	1%	12%	4%	?
COc1ccc(C[C@H](N)C(=O)N[C@H]2[C@@H](O)[C@H](n3cnc4c(N(C)C)ncnc43)O[C@@H]2CO)cc1	-2%	0%	1µM*	1%	4	0.4%	-1%	3%	2.5µM*	16%	?
COc1cc(/C=C(\C#N)C(=O)Nc2ccc(C(=O)O)cc2)ccc1OC(=O)c1cccc(F)c1	0%	3%	1%	-2%	-3	-0.3%	-1%	-5%	13%	14%	?
Cn1c(=O)[nH]c(=O)c2c1nc(N1CCOCC1)n2CC(=O)c1ccccc1	2%	2%	-3%	8%	-5	0.2%	9%	2%	28%	12%	-13%
Cc1ccc2cc3cc(C(=O)NCCN4CCOCC4)oc3nc2c1	2%	1%	-6%	-6%	0	3.4%	-4%	-6%[46.1 µM]	-11%	-2%	?
COc1ccccc1-n1c(-c2ccc(F)cc2)coc1=O	0%	-3%	-4%	0%	-9	0.1%	-20%	-1%	0%	5%	-9%
O=C(Nc1ccc(N2CCOCC2)cc1)C1CC(O)CN1S(=O)(=O)c1ccc(Cl)cc1 (stereo unspecified)	-4%	2%	3%	-5%	0	-0.9%	7%	-1%	8%	15%	0%
O=C(CN(Cc1ccccc1)C(=O)CNS(=O)(=O)c1ccc(F)cc1)NCc1ccco1	7%	3%	2%	-1%	1	-0.2%	2%	8%	5%	-10%	0%
O=Nc1c2cc(-c3ccccc3)[nH]nc-2c2ccccc12	-2%	-11%	-23%	1%	-3	0.4%	20%	-3%	?	2%	?
CC(=O)C1=C(C)N(c2ccccc2)C(=O)C1(NS(=O)(=O)c1ccc(N)cc1)C(F)(F)F (stereo unspecified)	0%	-1%	-4%	-1%	-7	0.4%	-5%	4%	-2%	3%	?
Cn1c(=O)c2c(ncn2CC(=O)N/N=C/c2cn[nH]c2-c2ccc(F)cc2)n(C)c1=O	-2%	1%	-2%	-8%	5	-0.1%	3%	·	-10%	12%	0%

3 compounds out of the list above, sorted by the number in B2AR arrestin, smallest number first:
Compound | B2AR arrestin
O=C(Nc1ccc(N2CCOCC2)cc1)C1CC(O)CN1S(=O)(=O)c1ccc(Cl)cc1 (stereo unspecified) | -0.9%
O=Nc1c2cc(-c3ccccc3)[nH]nc-2c2ccccc12 | 0.4%
Cc1ccc2cc3cc(C(=O)NCCN4CCOCC4)oc3nc2c1 | 3.4%

The results go on.
SMILES	Tb PFK block	USP2a inh	uPA generation	PTAP TSG101 blk	TSHR antag	B2AR arrestin	Mito fusion yeast	TCR act	ELG1 repair inh	Eya2 inh	Chronic BCR inh
O=C(CN(Cc1cccs1)C(=O)CCC(=O)Nc1ccccn1)NCc1ccccc1	-6%	-1%	2%	-2%	-8	-0.8%	1%	-1%	-12%	-5%	0%
C/C(=N\Nc1cc(C)nc(NCc2ccccc2)n1)c1cccc([N+](=O)[O-])c1	5%	1%	-2%	-1%	-7	0.2%	-4%	-1%	-9%	-9%	1%
CCOc1c(OC)cccc1C(=O)NCC1(c2ccccc2)CCCC1	0%	0%	5%	-3%	-7	0.0%	10%	12%	-28%	-20%	9%
COCCNC(=O)c1cccc(OC2CCN(Cc3cccc(C(C)=O)c3)CC2)c1	0%	1%	1%	-2%	12	-0.1%	1%	-3%	-5%	4%	?
COC(=O)C1C/C(=N\NS(=O)(=O)c2ccc(C)cc2)c2ccsc2C1 (stereo unspecified)	0%	2%	-4%	0%	-3	-1.2%	-5%	4%[46.1 µM]	26%	10%	7%
Cc1ccc(N(C)C(=O)CN(C)S(=O)(=O)c2ccc3c(c2)n(C)c(=O)c(=O)n3C)cc1	-2%	-1%	10%	0%	8	0.7%	-8%	2%	21%	7%	-1%
O=C1CC(N2CCSCC2)C(=O)N1CCc1ccccc1 (stereo unspecified)	-7%	1%	-1%	-5%	6	-0.1%	0%	5%	0%	-3%	?

Entries of single compounds, looked up by structure:
O=C1CC(N2CCSCC2)C(=O)N1CCc1ccccc1 (stereo unspecified) as listed: Tb PFK block = -7%; USP2a inh = 1%; uPA generation = -1%; PTAP TSG101 blk = -5%; TSHR antag = 6; B2AR arrestin = -0.1%; Mito fusion yeast = 0%; TCR act = 5%; ELG1 repair inh = 0%; Eya2 inh = -3%; Chronic BCR inh = ?
C/C(=N\Nc1cc(C)nc(NCc2ccccc2)n1)c1cccc([N+](=O)[O-])c1 as listed: Tb PFK block = 5%; USP2a inh = 1%; uPA generation = -2%; PTAP TSG101 blk = -1%; TSHR antag = -7; B2AR arrestin = 0.2%; Mito fusion yeast = -4%; TCR act = -1%; ELG1 repair inh = -9%; Eya2 inh = -9%; Chronic BCR inh = 1%
